Source: PubChem BioAssay (Sanford-Burnham Center for Chemical Genomics)
EphA4_KYL_inhibition: inhibitors of EphA4 binding to KYL peptide, primary screen, biochemical, colorimetric, mouse EphA4 (AID 689); EphA4-AP binding to KYL peptide, pNPP A405; higher % means a stronger effect; inhibition, % at 10 µM; hits with a dose series show IC50 in µM; 0.1% of 62,000 active; in the data active = a potency from the dose series; inactive = the rest, 99 in 100 with inhibition below about 22%
The depositor's hits bear a star. This is a subset; count on the stated rates, not on these rows.

SMILES EphA4_KYL_inhibition
CCN(CC)CCOC(=O)C1(c2ccccc2)CCCC1 -8%
